Hep lipid drop: modulators of hepatic lipid droplet formation; AML12 mouse hepatocytes, oleate lipid droplets, BODIPY imaging; inhibition, % at 6.5 µM; actives 0.4% (n = 240,000); AID 1656;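 active means lipid droplet intensity inhibited by at least 50%, with more than 500 cells counted; inconclusive means wells with under 300 cells, treated as cytotoxic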
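Assay system: AML12 hepatocytes (mouse) / Also added: 100 µM oleic acid challenge / Times: overnight treatment with compound plus oleate / Detection: high-content imaging of BODIPY-stained droplets and DAPI nuclei / Evaluation: % inhibition of lipid droplet signal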
P. falciparum M17LAP: P. falciparum M17LAP inhibitors, primary screen, biochemical, fluorogenic H-Leu-NHMec substrate, 1536-well (AID 1619); inhibition, % at 30 µM, or IC50 in µM where a hit was titrated; actives 0.38% (n = 220,000); recombinant M17LAP, H-Leu-NHMec fluorogenic kinetic assay; higher % means a stronger effect;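 active means compound inhibiting the enzyme by more than half at any dose during confirmatory dose-response retesting; inconclusive means strong single-dose inhibitors picked by rank but not retested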;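 further: plate controls were full reaction with DMSO carrier for no effect and no enzyme background for full effect; strong numbers were not always called active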
XIAP antagonists: small molecules displacing peptide from XIAP – biochemical, IAP family, fluorescence polarization (AID 1018). XIAP BIR domain, fluorescence polarization peptide displacement; higher % means a stronger effect. displacement, % at 20 µM, or IC50 in µM where a hit was titrated. actives 0.007% (n = 200,000); in the data active means displacement above about 50%; further: a part of the inactive calls stands beside numbers as strong as those of hits
ER stress rescue: protection against thapsigargin-triggered cell killing – 384-well, CSM14.1, ATP luminescence, primary screen (AID 1222). CSM14.1 thapsigargin-induced death rescue, ATP luminescence; higher % means a stronger effect. one-dose cellular ATP content (survival), % at 20 µM; EC50 in µM for titrated hits. 190,000 tested, under 10 active;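 active means EC50 below 50 µM in the dose-response confirmation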;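 further: death triggered by thapsigargin at about 15 µM added after 2 h compound pretreatment; cell ATP read after overnight thapsigargin exposure of roughly 18 to 22 hours; normalized against plate controls of thapsigargin alone and 5% DMSO vehicle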
LYP inhibition: PTPN22 lymphoid phosphatase activity blockers – biochemical, fluorescence intensity, uHTS (AID 1779) | actives 0.054% (n = 290,000) | inhibition, % at 11.5 µM; hits with a dose series show IC50 in µM | recombinant LYP phosphatase, fluorescence intensity; higher % means a stronger effect;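 further: plate controls were vehicle with enzyme for no effect and no enzyme for full effect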
M1AAP inhibition: P. falciparum M1AAP inhibitors, biochemical, fluorogenic H-Leu-NHMec substrate, 1536-well (AID 1445). recombinant M1AAP, H-Leu-NHMec fluorogenic kinetic assay; higher % means a stronger effect. inhibition, % at 30 µM, or IC50 in µM where a hit was titrated. actives 0.42% (n = 220,000);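 active means primary inhibition above the hit cutoff, then over 50% inhibition at one or more dose response concentrations, cut at about 23% in these data, passing the limit was not always enough; inconclusive means conflicting primary data, or primary hits not chosen for dose response; inactive means low primary inhibition, or under 50% at every dose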;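 further: plate controls were DMSO full reaction for no effect and no enzyme background for full effect; strong numbers were not always called active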
AID2073: disruptors of CaV2.2 binding to Mint1 – biochemical, HTRF (AID 2073); HTRF protein-protein interaction, Mint1-CaV2.2; higher % means a stronger effect; inhibition, % at 20 µM, or IC50 in µM where a hit was titrated; actives 0.19% (n = 290,000); in the data active means inhibition mostly above about 51%, no sharp cut-off; inconclusive means no clear call, values can overlap the other calls; inactive means mostly below about 53%; further: some results filed as inactive read as strong as hits
HEK293 NOD2/NF-kB: inhibition of NOD2-driven NF-kB reporter – cell-based, luminescence, uHTS, HEK293 (AID 1566); HEK293 NOD2/NF-kB luciferase reporter, luminescence; higher % means a stronger effect; inhibition, % at 4 µM; hits with a dose series show EC50 in µM; actives 0.63% (n = 290,000); further: many of its hits are not listed in these tables
SIAH1 antagonists: blockers of Siah-1 interaction with plectin peptide – biochemical, fluorescence polarization, rhodamine-plectin, uHTS, primary screen (AID 1817). Siah-1 / rhodamine-plectin peptide fluorescence polarization; higher % means a stronger effect. one-dose displacement, % at 20 µM; IC50 in µM for titrated hits. actives 0.02% (n = 290,000);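 active means displacement of at least 50% at 20 µM, with a fluorescence ratio check between 0.3 and a set limit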;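 further: plate controls were Siah plus tracer with DMSO for no effect and tracer alone without Siah for full effect; strong numbers were not always called active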
Hep lipid drop cells 6.5 µM: also measured in Hep lipid drop; calls as there; cell count; measured here: cell count, cytotoxicity flag;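 cells counted across two imaged fields per well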
Starred values were filed as active, the others as inactive; ? = inconclusive; . = no result given. Unless noted, no stated cut-off is given here; in the data, active means inhibition above about 50%; inactive means the rest. The list is partial, so the mix of outcomes need not match the whole.

structure,Hep lipid drop,Hep lipid drop cells 6.5 µM,P. falciparum M17LAP,XIAP antagonists,ER stress rescue,LYP inhibition,M1AAP inhibition,AID2073,HEK293 NOD2/NF-kB,SIAH1 antagonists
NCCCC[C@H](N)c1nnc([C@H](CCC(=O)O)NC(=O)C2CCNCC2)o1,13,712,-4%,-0.5%,1.7%,-4%,0%,9%,1%,1%
O=C(CNS(=O)(=O)c1ccccc1)N1CCN(Cc2ccccc2)CC1,-3,668,.,.,.,-9%,.,4%,6%,0%
COc1ccc(C[C@H]2CN3C(=NC[C@@H]3Cc3ccc(O)cc3)N2C[C@H](C)NC(=O)c2ccc(C)c(Br)c2)cc1,-1,708,17%,.,.,-11%,3%,15%,-2%,-3%
Cc1cc(=O)n2[nH]c(C)c(-c3ccccc3)c2n1,.,.,-8%,-3.1%,-0.9%,-1%,6%,16%,13%,7%
Cn1cc(-c2nnnn2-c2ccc(Cl)cc2)c(C(F)(F)F)n1,3,664,0%,-4.6%,-2.9%,-1%,3%,-1%,6%,0%
COc1ccccc1NC(=O)c1ccccc1S(=O)(=O)c1ccccc1[N+](=O)[O-],3,681,8%,-2.7%,0.7%,-5%,22%,-5%,12%,-4%
COc1ccc(S(=O)(=O)Nc2ccccc2C(=O)NC(C)C)cc1OC,.,.,7%,-3.5%,.,-4%,2%,2%,6%,6%
CCOc1ccccc1C(=O)N1CCCCC1C (stereo unspecified),-3,751,5%,-12%,-1.6%,-8%,-2%,9%,5%,0%
CC(C)(C)OC(=O)N1CCOCCOCCN(C(=O)OC(C)(C)C)CCOCCOCC1,0,698,-1%,-5.0%,.,-6%,-1%,-5%,11%,-5%
COc1ccc(C(=O)COC(=O)C(CCSC)NS(=O)(=O)c2ccc(Cl)cc2)cc1 (stereo unspecified),-5,614,-3%,-1.7%,2.0%,-6%,-3%,-1%,11%,-3%
O=C(Nc1ccc(NC(=O)C2CC2)cn1)c1ccccc1,-2,755,.,.,.,-2%,.,0%,-51%,3%
O=C(Nc1ccc(S(=O)(=O)N2CCCCC2)cc1)C1CC(=O)N(c2ccccc2)C1 (stereo unspecified),16,807,.,.,.,-9%,.,4%,-1%,0%
CCc1cc2c(SCC(=O)C(C#N)=C3N(C)c4ccccc4N3C)ncnc2s1,.,.,4%,-0.4%,-1.2%,1%,1%,?,-2%,2%
COc1ccc(C2C=C(C)Nc3nc(SC)nn32)cc1 (stereo unspecified),.,.,-154%,-1.9%,-1.0%,-11%,11%,12%,-4%,-2%
COCCn1nnnc1CN1CCSCC1,5,689,-15%,0.6%,0.6%,2%,0%,-6%,2%,2%
FC(F)(F)c1cccc(Cc2noc(CN3CCCC(OCc4ccccn4)C3)n2)c1 (stereo unspecified),-55,688,15%,-7.2%,0.7%,-10%,0%,9%,3%,-2%
Cc1c(C(=O)N/N=C/c2ccc(-c3ccccc3[N+](=O)[O-])o2)sc(N)c1C#N,1,616,-5%,-4.2%,1.0%,4%,12%,24%,-11%,18%
O=C(N/N=C\c1ccc(Br)o1)C1COc2ccccc2O1 (stereo unspecified),22,739,33%,-2.2%,2.1%,-5%,3%,9%,4%,13%
CC1=C(C(=O)Nc2ccccn2)C(c2ccc(N(C)C)cc2)n2ncnc2N1 (stereo unspecified),.,.,-3%,-5.4%,-1.9%,-10%,-4%,1%,-3%,6%
COC(=O)c1cc(NS(=O)(=O)c2ccc(Cl)c(N3C(=O)c4ccc(C(=O)O)cc4C3=O)c2)cc(C(=O)OC)c1,-24,654,11%,.,.,1%,12%,5%,5%,-4%
Cc1ccc(C2C(C#N)=C3N=C(N)c4ccccc4N3C3=C2C(=O)CCC3)cc1 (stereo unspecified),-8,705,-9%,.,.,4%,7%,4%,17%,-1%
Cc1cc(C2(c3cc(C)c(NC(=O)CN4CCOCC4)c(C)c3)CCCCC2)cc(C)c1NC(=O)CN1CCOCC1,3,741,-5%,-2.3%,-1.7%,-6%,-1%,-6%,8%,4%
c1ccc(Nc2c3c(nc4ncnn24)CCC3)cc1,.,.,-7%,-7.4%,-0.7%,-5%,1%,1%,7%,3%
CCOc1nc(NC2CCCC2)nc(N2CCC(C)CC2)n1,3,822,.,.,.,-10%,.,6%,21%,-1%
CCCOc1ccc(C2C(C(=O)c3ccc(C)o3)=C(O)C(=O)N2Cc2ccco2)cc1 (stereo unspecified),23,762,.,.,.,-4%,.,21%,-30%,14%
CCCN1CNc2c(c(=O)[nH]c(=S)n2-c2ccc(Cl)cc2)C1,7,704,-10%,2.2%,-0.2%,-7%,3%,-14%,1%,-6%
Cc1ccc(-n2c(SCC(=O)N/N=C/c3c(C)nn(-c4ccccc4)c3C)nc3ccccc3c2=O)cc1,-43,667,3%,1.5%,-2.0%,9%,0%,6%,12%,1%
Cc1cccc(N2CCN(C(=O)CCNC(=O)Cn3ccc4ccccc4c3=O)CC2)c1C,.,.,9%,-1.8%,1.0%,-1%,0%,1%,10%,3%
Cc1cc2nc(-c3ccco3)cc(C(F)(F)F)n2n1,5,719,10%,2.5%,.,0%,16%,4%,-11%,-4%
CN(CC(=O)NCc1ccccc1Cl)S(=O)(=O)c1ccc2c(c1)n(C)c(=O)c(=O)n2C,-4,691,.,.,.,-6%,.,3%,8%,3%
COc1ccccc1NC(=O)CSc1nnc(C2CCCCC2)n1C,-9,791,10%,-7.3%,-5.5%,6%,-2%,-8%,5%,2%
CCCCOCC(O)CN1CCN(C(C)=O)CC1 (stereo unspecified),.,.,6%,-1.6%,-0.8%,-3%,-3%,-4%,11%,4%
O=C(c1cccc(F)c1)N1CCN(c2ccc([N+](=O)[O-])c3cccnc23)CC1,-14,746,.,-2.0%,9.5%,-1%,.,1%,11%,7%
CC1CC(C)CN(S(=O)(=O)N2CCCC(C(=O)NCCc3ccc(Cl)cc3)C2)C1 (stereo unspecified),17,701,.,.,.,0%,.,9%,6%,-2%
COc1ccc(CCNC(=O)NC23CC4CC(CC(C4)C2)C3)cc1,-2,773,-11%,-4.3%,0.8%,-7%,0%,-6%,-5%,0%
Cc1cc(C(F)(F)F)nn2cnnc12,-8,711,3%,0.4%,.,-2%,7%,-3%,4%,12%
COc1cc(/C=N/NC(=O)CCn2c3ccccc3c3ccccc32)cc(OC)c1OC,-1,709,6%,6.9%,-0.3%,-5%,2%,1%,20%,6%
CCCCc1nc2cc(C(=O)N3CCCC3)ccc2o1,-9,665,.,.,.,-2%,.,7%,-17%,2%
COc1ccc(CN2CCCC(C(=O)N3CCCC3)C2)cc1 (stereo unspecified),.,.,6%,-4.6%,0.1%,1%,10%,2%,-2%,8%
CCn1c(CNc2ccc(F)cc2)nnc1SCC(=O)Nc1ccc(OC)cc1,12,786,-10%,-4.5%,0.3%,-1%,1%,-6%,8%,8%
O=C(c1cc2cc([N+](=O)[O-])ccc2oc1=O)N1CCOCC1,13,651,2%,-5.0%,0.2%,3%,6%,-2%,-7%,2%
O=C(N/N=C/c1c[nH]c2ccc(Br)cc12)C1CC1,1,735,-1%,.,.,-2%,8%,9%,0%,12%
COc1ccc(-c2[nH]ncc2[C@@H]2C[C@H]3CN(Cc4ccccc4C)C(=O)[C@]34CCCN24)cc1,-4,653,7%,-7.7%,9.2%,1%,-9%,-9%,-20%,5%
Cc1cc(C)c(S(C)(=O)=O)c(S(=O)c2ccc(Cl)cc2)n1 (stereo unspecified),.,.,-5%,0.0%,-1.7%,2%,1%,-8%,11%,0%
CCOC(=O)C1C(=O)CC(C)(O)C(C(=O)OCC)C1c1ccc([N+](=O)[O-])cc1 (stereo unspecified),-6,636,5%,.,.,-5%,1%,-6%,-7%,-1%
Cc1nn(CC(=O)NNC(=O)c2ccccc2F)c([N+](=O)[O-])c1Br,-43,701,-5%,.,.,4%,6%,4%,7%,-2%

In the list so far, these have a Cl atom:
structure,Hep lipid drop,Hep lipid drop cells 6.5 µM,P. falciparum M17LAP,XIAP antagonists,ER stress rescue,LYP inhibition,M1AAP inhibition,AID2073,HEK293 NOD2/NF-kB,SIAH1 antagonists
Cn1cc(-c2nnnn2-c2ccc(Cl)cc2)c(C(F)(F)F)n1,3,664,0%,-4.6%,-2.9%,-1%,3%,-1%,6%,0%
COc1ccc(C(=O)COC(=O)C(CCSC)NS(=O)(=O)c2ccc(Cl)cc2)cc1 (stereo unspecified),-5,614,-3%,-1.7%,2.0%,-6%,-3%,-1%,11%,-3%
COC(=O)c1cc(NS(=O)(=O)c2ccc(Cl)c(N3C(=O)c4ccc(C(=O)O)cc4C3=O)c2)cc(C(=O)OC)c1,-24,654,11%,.,.,1%,12%,5%,5%,-4%
CCCN1CNc2c(c(=O)[nH]c(=S)n2-c2ccc(Cl)cc2)C1,7,704,-10%,2.2%,-0.2%,-7%,3%,-14%,1%,-6%
CN(CC(=O)NCc1ccccc1Cl)S(=O)(=O)c1ccc2c(c1)n(C)c(=O)c(=O)n2C,-4,691,.,.,.,-6%,.,3%,8%,3%
CC1CC(C)CN(S(=O)(=O)N2CCCC(C(=O)NCCc3ccc(Cl)cc3)C2)C1 (stereo unspecified),17,701,.,.,.,0%,.,9%,6%,-2%
Cc1cc(C)c(S(C)(=O)=O)c(S(=O)c2ccc(Cl)cc2)n1 (stereo unspecified),.,.,-5%,0.0%,-1.7%,2%,1%,-8%,11%,0%
